IMP-1 inh: blocks Pseudomonas aeruginosa IMP-1 metallo-beta-lactamase; actives 0.45% (n = 290,000); inhibition, % at 5.6 µM; purified IMP-1, nitrocefin hydrolysis, epi-absorbance fluorescence;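 active means inhibition above the mean plus 3 SD of all compounds in the same screening run, cut at about 4.5% in these data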;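 further: 0% = IMP-1 with DMSO and 100% = DMSO wells lacking enzyme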
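Assay system: purified IMP-1; Quantity: IMP-1 0.2 nM before substrate addition; Medium: HEPES buffer pH 7.1 with ZnSO4 and Brij 35; Incubation: 15 min enzyme–compound preincubation, then 25 min nitrocefin reaction, 25 °C; Signal: fluorescence quenching readout, ex 480/em 530 nm; Controls: DMSO with and without IMP-1; Repeats: singlicate testing.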
NS3 helicase inh: blocks Hepatitis C virus NS3 helicase unwinding | NS3 helicase DNA unwinding, Cy5 molecular beacon fluorescence | inhibition, % at 10.9 µM | actives 0.56% (n = 290,000);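 active means inhibition above the mean of all tested compounds plus 3 SD, set per campaign, cut at about 35% in these data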;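 further: 0% = DMSO wells and 100% = thioflavine S control wells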
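Assay system: hepatitis C virus NS3 helicase domain fragment enzyme. Also added: annealed dual-labelled DNA beacon duplex, ATP-started. Timing: 1 h reaction at 25 °C, ATP-initiated. Technique: Cy5 fluorescence at 0 and 60 min, beacon hairpin quenching. Evaluation: % inhibition of unwinding. Replication: one well per compound.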
PfM18AAP inh: PfM18AAP enzyme inhibition | recombinant PfM18AAP, H-Glu-NHMec fluorogenic cleavage | inhibition, % at 7.35 µM | actives 1.2% (n = 290,000) | AID 1822;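 active means inhibition above the campaign mean inhibition over all tested compounds plus 3 SD, cut at about 28% in these data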;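 further: 0% = plate median of test compound wells and 100% = 2 mM ZnCl2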
MEKK2mut PB1 HTS: signal of MEK5 binding to mutant human MEKK2 PB1 domain; AID 1530; actives 0.35% (n = 290,000); percent response, % at 10 µM; bead flow cytometry, Alexa488-MEK5 binding to MEKK2 mutant; in the data active means percent response above about 24%, passing the limit was not always enough; further: inactives centre near 1; some results filed as inactive read as strong as hits
DNA FID counter: displaces DNA intercalator in HCV helicase counter-screen | DNA fluorescent intercalator displacement, fluorescence | inhibition, % at 7.9 µM | actives 0.17% (n = 290,000) | AID 1845; in the data active means inhibition above about 37%;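 further: 0% = vehicle and 100% = reference compound; higher means more ethidium bromide displaced from hairpin DNA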
VIM-2 inhibitor: blocks Pseudomonas aeruginosa VIM-2 metallo-beta-lactamase | actives 0.89% (n = 290,000) | purified VIM-2, nitrocefin hydrolysis, epi-absorbance fluorescence | inhibition, % at 5.6 µM;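 active means inhibition above the mean of all tested compounds plus 3 SD, cutoff set per screening run, cut at about 7.5% in these data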;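 further: red hydrolysis product quenches plate fluorescence so inhibitors raise well fluorescence; 0% = enzyme with DMSO and 100% = DMSO without enzyme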
MEKK2wt PB1 HTS: raises or lowers MEK5 binding to wildtype human MEKK2 PB1 domain. actives 1.1% (n = 290,000). binding response (% of control), % at 10 µM. bead flow cytometry, Alexa488-MEK5 binding to MEKK2 WT; actives lie on both sides; in the data active means binding response below about 67% or above about 130%
NALP1 yeast inh: NALP1 inhibition. actives 0.61% (n = 280,000). inhibition, % at 10 µM. S. cerevisiae NALP1/ASC/caspase-1 growth, X-gal OD620, 72 h. AID 2071; in the data active means inhibition mostly above about 24%, no sharp cut-off; inactive means mostly below about 32%; further: some compounds called inactive have numbers as strong as hits
SUMO HTRF inh: blocks human SUMOylation mediated by UBC9; P63279; HTRF SUMOylation assay, SAE1/SAE2 + UBC9, in vitro; inhibition, % at 35 µM; actives 0.36% (n = 290,000); in the data active means inhibition above about 50%, passing the limit was not always enough; further: strong numbers were not always called active
Target sequence (P63279 whole entry, looked up): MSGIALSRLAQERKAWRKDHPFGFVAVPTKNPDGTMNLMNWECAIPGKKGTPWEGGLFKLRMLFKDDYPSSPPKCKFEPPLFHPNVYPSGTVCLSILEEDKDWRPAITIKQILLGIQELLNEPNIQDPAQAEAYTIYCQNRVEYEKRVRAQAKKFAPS
* marks the source's active call; other numbers are inactive results; nt = no result given; & = joins results of further samples.

SMILES	IMP-1 inh	NS3 helicase inh	PfM18AAP inh	MEKK2mut PB1 HTS	DNA FID counter	VIM-2 inhibitor	MEKK2wt PB1 HTS	NALP1 yeast inh	SUMO HTRF inh
O=C(CC1NC(=O)NC1=O)NC1(C(=O)NC2CCCCC2)CCCCC1 (centres undefined)	-2.6	-4	-10	3	-3	-1.7	102	-2	2
COc1ccc(CN2CCC(=O)N([C@H](CO)c3ccccc3)CC2)cc1	-4.5	11	8	4	-18	-1.6	99	3	7
Cc1c(C(=O)OCC(=O)Nc2ccc(C(=O)N(C)C)cc2)oc2ccccc12	-0.9	0	0	5	-36	-0.4	106	12	18
N#Cc1nc(COc2ccccc2F)oc1N1CCCCCC1	-5.6	0	10	-1	-22	-3.1	100	-12	-18
CCCc1nc(NCc2ccc3c(c2)OCO3)c2nnn(Cc3ccccc3Cl)c2n1	0.4	-4	3	3	-2	-4.9	99	3	6
O=C(/C=C1\SC(=O)N(CC(=O)Nc2ccc(Cl)cc2)C1=O)Nc1ccc(F)cc1	-1.8	-5	7	-2	1	-3.6	89	36	-16
COc1cc(/C=C2\SC(c3ccc(C)cc3)=NC2=O)ccc1O	2.7	1	20	3	-3	6.9	99	1	-36
COC(=O)c1ccc(CN2CCCC(CO)(Cc3ccc(F)cc3F)C2)cc1 (centres undefined)	-0.8	-6	-8	4	-5	-1.2	108	23	-6
CCN(CC)c1ccc(/C=C(\C#N)C(N)=S)cc1	-1.4	4	14	0	0	-0.8	75	-24	-11
O=C(CCc1nnc(CCCCc2ccccc2)o1)NC1CCCC1	-3.0	13	0	-6	-25	-1.6	99	11	-16
CCOc1ccc(NC(=O)CSCc2cnn(-c3ccccc3)c2-n2cccc2)cc1	-3.5	-5	-4	-1	-25	-2.7	99	0	-9
COc1ccccc1C1C(C(=O)c2ccco2)=C(O)C(=O)N1c1cc(C)on1 (centres undefined)	-1.5	9	10	8	-14	-3.3	110	3	1
O=C(N/N=C/c1ccc(OC(=O)c2ccco2)cc1)c1ccccn1	-8.5	7	-13	1	-13	-5.5	105	-6	5
Cc1noc(C)c1C(=O)OCC(=O)Nc1ccccc1C(=O)NC(C)c1ccccc1 (centres undefined)	-0.6	-8	5	-6	-15	-0.9	105	-31	2
O=C(c1ccc(S(=O)(=O)N2CCOCC2)cc1)N1CCN(c2cccc(Cl)c2)CC1	-4.3	-1	-4	4	-18	-2.0	103	3	18
O=C(NNC(=S)NCCCN1CCOCC1)c1ccncc1	-1.7	9	4	7	2	6.2	108	7	-6
COc1ccc(C2=NCC(CSc3nnc(-c4ccc5c(c4)OCO5)o3)S2)cc1 (centres undefined)	-3.4	-22	6	2	-7	-2.7	103	6	-11
CCC(COC(C)=O)Nc1nc2c([nH]1)c(=O)n(C)c(=O)n2C (centres undefined)	-1.2	5	-9	-9	-1	0.8	96	8	25
CCCCN(C(=O)/C=C/c1ccco1)c1c(N)n(Cc2ccccc2)c(=O)[nH]c1=O	0.9	16	-12	-11	-11	0.2	88	12	22
O=C(O)/C(=C\c1ccccc1Cl)c1ccc(S(=O)(=O)N2CCCCC2)s1	-0.1	29	4	19	-27	-5.1	102	12	25
CCC(Oc1ccc(C)c(C)c1)C(=O)N1CCCN(C)CC1 (centres undefined)	-2.5	-21	-1	7	2	-0.2	110	7	5
COC(=O)c1sc2nc[nH]c(=O)c2c1C	-5.1	4	-3	nt	1	-0.1	nt	-11	22
Cc1ccc(C)c(C(=O)N(C)CC(=O)Nc2ccccc2C(F)(F)F)c1	-1.5	18	0	-9	-13	-3.4	89	16	9
N#C/C(=C\c1cccc(O)c1)c1nc2ccccc2o1	-4.2	0	12	4	-6	-3.0	98	-7	-5
Cc1ccc(NC(=O)CSc2nc3ccccc3c(=O)n2CCCN2CCCCC2)cc1Cl	-2.5	-72	1	-7	35	-2.5	127	2	1

Pulled by compound from the entries so far, 2 records:
SMILES	IMP-1 inh	NS3 helicase inh	PfM18AAP inh	MEKK2mut PB1 HTS	DNA FID counter	VIM-2 inhibitor	MEKK2wt PB1 HTS	NALP1 yeast inh	SUMO HTRF inh
COc1cc(/C=C2\SC(c3ccc(C)cc3)=NC2=O)ccc1O	2.7	1	20	3	-3	6.9	99	1	-36
O=C(CCc1nnc(CCCCc2ccccc2)o1)NC1CCCC1	-3.0	13	0	-6	-25	-1.6	99	11	-16

The listing continues:
SMILES	IMP-1 inh	NS3 helicase inh	PfM18AAP inh	MEKK2mut PB1 HTS	DNA FID counter	VIM-2 inhibitor	MEKK2wt PB1 HTS	NALP1 yeast inh	SUMO HTRF inh
O=S(=O)(c1ccc(OCC(O)CN2CCN(c3ccccc3Cl)CC2)cc1)N1CCOCC1 (centres undefined)	-1.7	-37	4	3	9	-4.8	109	8	24
O=c1[nH]c2ccccc2cc1CN(CC1CCCO1)S(=O)(=O)c1ccccc1 (centres undefined)	0.4	-2	5	-2	-25	-3.0	97	3	3
O=C(CN1CCS(=O)(=O)CC1)NNC(=O)C1CCCCC1	-1.4	-6	0	-4	6	-3.1	100	0	-2
Cc1cc(NS(=O)(=O)c2ccc(NC(=O)c3cc4c(=O)n5ccccc5nc4s3)cc2)nc(C)n1	-2.8	8	-1	5	-3	-2.5	103	10	22
Cc1ccc(C(=O)COC(=O)C2C3C=CC(C3)C2C(=O)OCC(=O)c2ccc(C)c(C)c2)cc1C (centres undefined)	0.1	13	-3	-1	3	0.7	100	18	-14
COc1cc(CN2CCN(C(=O)CC(C)C)CC2)cc(OC)c1O	-0.9	-13	18	3	6	1.9	102	8	14
O=C(Nc1ccc(F)cc1)Nc1csc2ccccc12	-2.5	-11	-5	-18	-4	-2.8	94	nt	8
O=C(Sc1ccc(Cl)cc1)c1cccc(Cn2cc(C(F)(F)F)ccc2=O)c1	-2.6	0	3	0	-6	-2.4	102	2	-8
CC(C)(C)NC(=O)C1N(c2cccnc2)C(=O)C2C(C(=O)Nc3ccccc3)C3(C)C=CC21O3 (centres undefined)	-4.2	6	-8	3	0	-3.6	97	8	6
O=C(NCc1ccc(F)cc1)C(=O)NCC1OCCN1S(=O)(=O)c1cccs1 (centres undefined)	-1.3	3	-1	5	-12	-0.2	102	34	8
COCCCNC(=O)Cn1ncc2c(=O)oc3ccccc3c21	-2.0	10	-2	3	-4	-1.6	105	-6	18
Cc1cc(C)nc(N/N=C/c2cn[nH]c2-c2ccc(F)cc2)n1	-4.0	-1	1	-3	-14	-4.2	104	nt	5
Cc1ccc(OCC(=O)NCCNC(=O)COc2ccc(C)cc2)cc1	-2.3	-9	-6	1	-31	-2.2	101	16	10
O=C(Nc1cccc(/C=C/c2ccccn2)c1)c1cc(Cl)ccn1	-1.0	-21	9	5	-24	1.0	102	-7	14
CCOC(=O)c1c(C)oc2c1c(C=NCCC(=O)O)c(O)c1ccccc12	-0.6	18	12	-5	-13	-2.7	93	16	nt
CCO[C@@H]1OC(C(=O)NCc2nc3ccccc3[nH]2)=C[C@H](c2ccccc2)[C@H]1CCCO	-1.6	0	-2	-9	-19	-1.6	86	12	-5
O=C1CCCN1Cc1ccccc1	-0.6	10	-6	3	1	0.0	109	22	6
COC(=O)C(C(=O)OC)c1ncccc1[N+](=O)[O-]	-2.1	-5	-1	12	0	-1.5	102	-5	2
O=C(Nc1cccc(C(F)(F)F)c1)c1cc2c(=O)c3ccccc3oc2nc1C(F)(F)F	-2.3	28	-8	-8	-2	0.1	92	-29	11
CC(=O)NCc1ccc(S(=O)(=O)N/N=C/c2ccc(Br)cc2)cc1	-1.4	6	-2	0	-1	-2.5	111	nt	8
COc1cc(C2C(C(=O)c3ccc(C)o3)=C(O)C(=O)N2Cc2cccnc2)ccc1O (centres undefined)	-2.5	-4	16	2&-27	-10	1.6	98&86	-3	16
CCOC(=O)CSc1nnnn1-c1cc(OC)c(Cl)cc1OC	-2.9	8	2	8	-8	-1.3	113	10	7
O=C(CSc1nnc(Cn2c(=O)sc3ccccc32)n1-c1ccccc1)N1CCOCC1	-1.3	-6	3	8	-27	0.4	104	0	11
O=C1N=C2SCCN2/C1=C\c1c(Cl)cccc1Cl	-2.3	4	-1	4	-9	-3.1	102	20	9
O=C(COC(=O)CSc1ccc(F)cc1)NCC1CCCCC1	-1.7	-11	-1	5	-31	-2.1	109	10	9

Part of the list above, limited to IMP-1 inh, NS3 helicase inh and NALP1 yeast inh.
mol	IMP-1 inh	NS3 helicase inh	NALP1 yeast inh
COc1cc(/C=C2\SC(c3ccc(C)cc3)=NC2=O)ccc1O	2.7	1	1
COC(=O)c1ccc(CN2CCCC(CO)(Cc3ccc(F)cc3F)C2)cc1 (centres undefined)	-0.8	-6	23
CCN(CC)c1ccc(/C=C(\C#N)C(N)=S)cc1	-1.4	4	-24
O=C(CCc1nnc(CCCCc2ccccc2)o1)NC1CCCC1	-3.0	13	11

(cont.)
SMILES	IMP-1 inh	NS3 helicase inh	PfM18AAP inh	MEKK2mut PB1 HTS	DNA FID counter	VIM-2 inhibitor	MEKK2wt PB1 HTS	NALP1 yeast inh	SUMO HTRF inh
CON/C=C(\C=Nc1ccc(Cl)cc1Cl)c1ncc(C(F)(F)F)cc1Cl	-1.9	0	0	-6	2	-7.9	99	31	8
CN(C)C(=O)c1cc2cc([N+](=O)[O-])ccc2s1	-1.6	5	0	-3	1	-1.5	98	22	43
COc1ccc(CC(NC(C)=O)C(=O)NC2CCN(c3c4c(nc5ncnn35)CCC4)CC2)cc1OC (centres undefined)	-1.2	-5	-2	-8	-10	0.8	99	nt	-17
COc1ccc(CC(=O)N(Cc2ccccc2)c2ccccc2)cc1S(=O)(=O)N1CCOCC1	-2.1	3	-5	7	-46	-2.1	102	21	-1
CCCSC1=N/C(=C\C=C\c2ccco2)C(=O)S1	1.3	25	5	0	-9	0.2	99	7	35
NCCCCCc1nnc(SCC(=O)Nc2cccc(Cl)c2)o1	-0.3	-12	6	6	13	-2.8	106	6	7
COC(=O)c1cc(CNC(=O)c2sccc2-c2ccccc2)ccc1OC	-1.0	-9	3	6	-26	0.3	112	12	4
COc1ccc(NC(=O)Cn2nc(C(F)(F)F)c3c2CCCC3)c(OC)c1	-1.1	-2	-3	-1	-19	-1.9	107	16	2
CNS(=O)(=O)c1ccc(N2CCCC2)c([N+](=O)[O-])c1	-0.4	-2	-7	-7	-1	0.5	91	-8	14
CCC(C)(C)NC(=O)COc1ccc(C(=O)c2ccccc2)cc1	-3.0	1	-4	-1	-10	-2.9	94	-6	7
COc1cccc(-n2c(Cc3cc(=O)[nH]c(=O)[nH]3)nnc2SCc2cccnc2)c1	-2.5	-4	4	5	-9	-0.1	115	22	-4
Cc1nnc(SCC(=O)NC(C)(C)C)n1C1CCCCC1	-3.8	-2	5	-3	-3	-0.7	97	12	6
Nc1nc(-c2ccco2)nn1C(=O)c1ccc(F)cc1	-3.0	6	-8	1	3	-2.5	103	-4	4
N#C/C(=C(/O)c1ccc([N+](=O)[O-])cc1)c1nc2ccccc2[nH]1	-3.6	-12	-4	1	-3	-4.4	107	nt	13
Cc1ccc(-n2nc3c(=O)n(CC(=O)NC4CCCCC4)nc(C)c3c2C)cc1	-2.0	5	-2	9	-29	0.1	104	22	nt
COCCn1nnnc1C(C(C)C)N(Cc1cccnc1)Cc1cc2cc(OC)ccc2[nH]c1=O (centres undefined)	-4.4	-3	3	-7	-9	-2.0	93	5	18
Cc1ccc(C)c(S(=O)(=O)NCC(=O)Nc2sc3c(c2C(N)=O)CCC(C)C3)c1 (centres undefined)	-2.0	3	4	3	-3	-6.5	103	2	12
